GPT2 inhibitor: Primary qHTS assay for inhibitors of Glutamate pyruvate transaminase 2 (GPT2); Potency, µM (series often up to 57.7 µM), for the others: at the top dose activity change, negative = inhibition, most hits filed as inhibitors; 100,000 compounds, 0.25% hits; Alanine aminotransferase 2 (Homo sapiens), Q8TD30; Recombinant GPT2, coupled pyruvate oxidase/HRP Amplex Red fluorescence; AID 1671188, 2021; note: potency is the fitted concentration of half-maximal effect; nearly all actives have a fitted effect of over 60% in size; many of its hits are not listed in these tables
Target sequence (Q8TD30 whole entry, looked up): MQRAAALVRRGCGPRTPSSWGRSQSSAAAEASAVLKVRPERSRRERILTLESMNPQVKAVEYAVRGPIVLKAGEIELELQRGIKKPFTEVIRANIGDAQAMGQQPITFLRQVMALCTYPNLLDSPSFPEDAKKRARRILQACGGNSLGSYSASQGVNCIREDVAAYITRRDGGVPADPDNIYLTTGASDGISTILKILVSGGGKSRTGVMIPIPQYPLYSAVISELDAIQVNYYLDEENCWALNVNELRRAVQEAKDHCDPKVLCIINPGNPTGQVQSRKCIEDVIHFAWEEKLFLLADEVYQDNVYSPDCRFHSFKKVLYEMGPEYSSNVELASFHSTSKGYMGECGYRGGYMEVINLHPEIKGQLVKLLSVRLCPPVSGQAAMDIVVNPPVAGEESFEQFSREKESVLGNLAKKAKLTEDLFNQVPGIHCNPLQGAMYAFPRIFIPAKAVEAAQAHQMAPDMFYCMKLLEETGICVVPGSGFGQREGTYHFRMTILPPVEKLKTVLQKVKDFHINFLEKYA
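Inhibition is scored from Amplex Red fluorescence generated when pyruvate oxidase and HRP act on pyruvate released by GPT2. Reactions contain 10ng/uL enzyme, 250uM a-KG and 2mM L-alanine and run 30 min at room temperature.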
HEK293 viab: GF-AFC viability counterscreen for inhibitors of alpha-synuclein gene (SNCA) expression; HEK-293-SNCA-luc viability, GF-AFC fluorescence, 24 h; Potency, µM (highest dose often 57.1 µM), without a hit: at the highest dose activity change, negative = cytotoxicity, most hits filed as cytotoxic; AID 1671193, 2021; 150,000 compounds, 0.12% hits;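 note: potency is the fitted concentration of half-maximal effect; 0% = DMSO-treated cells and -100% = medium-only wells without cells; nearly all actives have a fitted effect of over 30% in size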
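Cytotoxicity counterscreen: after 24 h compound treatment of genome-edited SNCA-luciferase HEK-293 cells, live-cell protease substrate GF-AFC read by fluorescence after 30 min; activity scaled between DMSO (0%) and medium-only (-100%), curves Hill-fitted.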
FLuc inh: Firefly luciferase inhibition profiling of diverse chemical library using quantitative high-throughput screening; Luciferin 4-monooxygenase (Photinus pyralis), P08659; purified P. pyralis luciferase, luminescence, biochemical; Potency, µM (highest dose often 115 µM), for inactives: top-dose activity change, negative = inhibition, actives largely listed as inhibitors; 76,000 compounds, 2.5% hits; AID 1347043, 2019; note: potency is the fitted concentration of half-maximal effect; nearly all actives have a fitted effect of over 65% in size
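Luminescence read by CCD imager after adding enzyme (10nM final) to wells holding compound, titrated in qHTS. Substrates 10uM each D-luciferin and ATP; buffer 50mM Tris acetate pH 7.5, 10mM Mg acetate, Tween-20, BSA.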
3T3 cytotox: Cytotoxic Profiling in NIH 3T3 Cell Line of Diverse Libraries Using Quantitative High-Throughput Screening; NIH 3T3 viability, CellTiter-Glo ATP luminescence, 48-72 h; Potency, µM (highest dose often 96.7 µM), for the others: at the highest dose activity change, negative = cytotoxicity, most hits filed as inhibitors; 94,000 compounds, 4.3% hits; AID 1345082, 2018; note: potency is the fitted concentration of half-maximal effect; nearly all actives have a fitted effect of over 55% in size
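Cytotoxicity is measured as loss of cellular ATP: NIH 3T3 cells (400/well) are exposed to compound for 48 or 72 hr at 37 °C, then CellTiter-Glo luminescence is imaged after 10 min at room temperature.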
HEK cytotox: Cytotoxic Profiling in HEK 293 Cell Line of Diverse Libraries Using Quantitative High-Throughput Screening; HEK 293 viability, ATP luminescence (CellTiter-Glo), 48-72 h; Potency, µM (titrated, usually from 115 µM), without a hit: top-dose activity change, negative = cytotoxicity, actives largely listed as inhibitors; 94,000 compounds, 6.6% hits; AID 1345083, 2018; note: potency is the fitted concentration of half-maximal effect; nearly all actives have a fitted effect of over 60% in size
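CellTiter-Glo luminescence (cellular ATP) was read after 48 or 72 hr of compound exposure at 37 degree Celsius. Cells were HEK 293 plated at 250 cells/well.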
SNCA expr inhib: Primary qHTS assay for inhibitors of alpha-synuclein gene (SNCA) expression | Potency, µM (doses to about 57.2 µM), inactives show at the highest dose activity change, negative = inhibition, usual class: inhibitors | HEK-293 SNCA-luciferase knock-in, luminescence, 24 h | 140,000 compounds, 0.17% hits;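 note: potency is the fitted concentration of half-maximal effect; plate controls were DMSO cells for no effect and cell-free wells for full effect; nearly all actives have a fitted effect of over 45% in size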
IP6K1 inhibitor: Primary qHTS assay for small molecule inhibitors of Inositol hexaphosphate kinase 1 (IP6K1) | Inositol hexakisphosphate kinase 1 (Homo sapiens), Q92551 | activity change, % (series mostly up to about 58 µM) | 140,000 compounds, 0.81% hits | AID 1645851, 2021 | IP6K1 kinase, ADP-Glo luminescence, 2 h; hits give low values; in the data active = activity change below about -25%
Target sequence (Q92551 whole entry, looked up): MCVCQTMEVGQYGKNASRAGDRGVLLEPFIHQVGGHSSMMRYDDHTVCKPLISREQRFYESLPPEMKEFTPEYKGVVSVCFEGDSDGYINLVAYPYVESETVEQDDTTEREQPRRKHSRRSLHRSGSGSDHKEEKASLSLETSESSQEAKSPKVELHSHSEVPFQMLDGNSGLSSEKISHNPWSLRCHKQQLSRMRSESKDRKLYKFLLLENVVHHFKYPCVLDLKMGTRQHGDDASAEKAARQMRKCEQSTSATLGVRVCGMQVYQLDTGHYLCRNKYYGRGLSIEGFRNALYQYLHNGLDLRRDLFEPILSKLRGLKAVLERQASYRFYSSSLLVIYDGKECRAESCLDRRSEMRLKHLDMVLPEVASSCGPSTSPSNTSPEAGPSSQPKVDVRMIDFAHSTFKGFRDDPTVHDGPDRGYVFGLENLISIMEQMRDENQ
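ADP-Glo luminescence measures ADP made by human IP6K1 during a 2 h RT reaction with ATP/IP6 (mix at 1.3 mM/130 uM); top library doses 57.5 and 19.1 uM final.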
* hit, by the source's call; i = inactive; ? = inconclusive; · = not tested or not shown; [ ] = another dose, or the depositor's remark. Unless noted, calls come from the whole dose curve; as a rule, active = well fitted curve in the direction sought with a large enough effect; inconclusive = small, poorly fitted or top-dose-only effect, or another doubt; inactive = no such curve, though single readings can be large; an effect the other way counts as inactive or inconclusive. Unless noted, % is set by controls: 0 for no effect and ±100 for the full control effect. The list is partial; rates above refer to the full screens.

SMILES	GPT2 inhibitor	HEK293 viab	FLuc inh	3T3 cytotox	HEK cytotox	SNCA expr inhib	IP6K1 inhibitor
COc1ccccc1-c1ncnn1-c1sc2c(c1C#N)CCCCC2	·	-10%	·	·	·	67%[activator]	22
O=C(Cc1ccc(Cl)cc1)NC1CCN(c2cc(-c3ccc(F)cc3)[nH]n2)CC1	i	-13%	5%	-24%	-4%	?	16
CN1CCNc2nc(CNc3cccc(F)c3)n(Cc3ccccc3)c2C1=O	i	-5%[87.6 µM]	-17%[172 µM]	-38%[138 µM]	?	-10%[87.6 µM]	3
O=C(c1ccc(CN2C(=O)NC3(CCS(=O)(=O)CC3)C2=O)cc1)N1CCOCC1	i	-7%	-3%	-11%	5%	-11%	-8
Cc1cc(N2CCN(Cc3ccc(F)c(F)c3)C(CCO)C2)nc(N)n1 (stereo not given)	-5%	-4%	-2%	?	-21%	-18%	18
Cc1ccc(C(=O)COC(=O)c2cc(-c3cccs3)nc3ccccc23)cc1	·	-3%	·	·	·	25%	-17
Cc1ccc(C(=O)N2CCC(n3cc(-c4nc(C)no4)nn3)C2)cc1 (stereo not given)	2%	1%	11%	-20%	-14%	15%	7
C=CCN1CCc2nc(N)sc2CC1	i	-22%[23.9 µM]	·	·	·	-35%[25.6 µM]	-17
O=C(N[C@@H]1CN(c2ccncn2)C[C@H]1CO)c1ccco1	i	-3%	3%	-4%	i	-20%	1
CCOC(=O)c1cccc(NC(=O)C2=CC(C)(C)COc3ccc(OC)cc32)c1	·	·	·	?	?	·	3
CN(C)C[C@@H]1CN(C(=O)c2ccc3c(c2)OCC(=O)N3)C[C@@H]1CO	4%	-2%	4%	-3%	i	-16%	0
COc1ccc(C)cc1NC(=O)Cn1ccn2nc(-c3ccc(F)cc3)c(CO)c2c1=O	-17%	17%	8%	-20%	?	-12%	8
CC(=O)c1cccc(NC(=O)c2sc(-n3nc(C)c(Cc4ccc5c(c4)OCO5)c3C)nc2C)c1	·	1%	·	·	·	-20%	-8
NC(=O)c1cccc(CN2CCC3(CC2)Cc2ccccc2N(C(=O)C2CCCC2)C3)c1	-1%	-18%	·	?	?	-4%	-11
CCOc1ccccc1NC(=O)C1CCN(S(=O)(=O)c2c(C)noc2/C=C/c2ccco2)CC1	·	4%	·	·	·	11%	16
CC(=O)N1CCOC[C@H](Oc2ccc(C(F)(F)F)cn2)C1	-3%[88.5 µM]	2%[87.6 µM]	-8%[172 µM]	2%[138 µM]	1%[172 µM]	-8%[87.6 µM]	6
O=[S+]([O-])(c1cccs1)N1CCn2c(nnc2-c2ccncc2)C1	3%	4%	5%	-11%	-19%	-2%	-5
CCOC(=O)c1ccc(NC(=O)c2cc3sccc3n2Cc2ccc(Cl)cc2)cc1	·	?	·	·	·	5%	9
Cc1cccc(N2CCN(C(=O)c3cnc(N4CCCC4)nc3C)CC2)c1C	·	6%	·	·	·	19%	-6
CCC(=O)N1CCc2c(C(=O)N3CCCCC3)cccc21	i	3%	-8%	-17%	-17%	9%	3
COc1ccc(N=C2S[C@H]3[C@H]([C@@H](O)[C@H](O)C[C@@H]3C(N)=O)N2CC2CCCCC2)cc1	i	-14%[87.6 µM]	9%[172 µM]	-10%[174 µM]	-26%[172 µM]	-4%[87.6 µM]	-6
Cc1nn2c(c1-c1ccccc1[S+](C)(=O)[O-])N(C(=O)c1cccc(O)c1)CCC2	i	8%[87.6 µM]	-2%[172 µM]	?	1%[172 µM]	-2%[87.6 µM]	5
O=[S+]([O-])(c1ccccc1)N1CC(N2CCc3ccccc32)C1	i	-2%	·	?	?	-5%	-13
C#CCNC(=O)c1nc2cccnc2n(Cc2ccc(OC)cc2)c1=O	i	4%	·	-19%	-17%	60%[activator]	8
COCCc1noc(-c2ccc(N(C)Cc3ncc(C)[nH]3)nc2)n1	3%	6%	-12%	-15%	-6%	-9%	10
(next part)
SMILES	GPT2 inhibitor	HEK293 viab	FLuc inh	3T3 cytotox	HEK cytotox	SNCA expr inhib	IP6K1 inhibitor
CC1CCCN(c2ncnc3c2nnn3C)C1 (stereo not given)	·	-24%	·	·	·	38%[activator]	5
CCOC(=O)c1c(-c2ccc(OC)cc2)oc2ccc(OCc3ccc(F)cc3F)cc12	·	-29%	·	·	·	8%	-2
Cc1ccc2c(c1)c(N1CCCC1=O)c(C(=O)Nc1ccc(F)cc1F)n2C	·	-1%	·	·	·	1%	10
Cc1cnc(C(=O)NCCc2ccc(S(=O)(=O)NC(=O)NC3CCCCC3)cc2)cn1	?	-5%	·	·	·	13%	-12
COc1ccc(NC(=O)N2CCCC(Cn3cnc4cccnc43)C2)c(C)c1 (stereo not given)	?	6%	-1%	-3%	-17%	4%	3
CCC(C)NC(=O)c1sc2ncccc2c1-n1c(C)ccc1C (stereo not given)	·	10%	·	·	·	-24%	-15
C[S+](=O)([O-])c1ccc(-c2nnc3ccc(C(=O)NCc4ccc(F)cc4)cn23)cc1	i	15%	·	-19%	-2%	-18%	-8
Cc1nnc2n1CCC(N(C)S(=O)(=O)c1cccnc1)CC2 (stereo not given)	-18%	2%	-1%	-18%	-9%	12%	10
O=C(O)Cc1c[nH]c2ccc(O)cc12	?	-18%	·	·	·	6%	·
Cc1cccc2c1nc1n2[C@@H](CNC(=O)c2ccc(C#N)cc2)COC1	-4%[88.5 µM]	-21%[87.6 µM]	1%[172 µM]	?	-23%[172 µM]	2%[87.6 µM]	7
COc1ccc(OC)c(NC(=O)c2ccc3c(c2)N(S(=O)(=O)c2ccccc2)CC3)c1	?	-3%	?	?	?	36%[activator]	2
CN1CCN(C(CNC(=O)C(=O)Nc2ccc(Cl)cc2)c2cccnc2)CC1 (stereo not given)	·	-16%	·	·	·	-18%	26
COc1cccc(Nc2ccc3c(n2)C(C)(C(=O)NCc2cccs2)CN(C)C3)c1 (stereo not given)	-9%[88.5 µM]	-20%[87.6 µM]	7%[172 µM]	?	?	-4%[87.6 µM]	-8
COc1ccc(N2CC(c3noc(-c4cc(OC)cc(OC)c4)n3)CC2=O)cc1 (stereo not given)	i	0%	1%	-24%	-11%	-2%	16
Cn1ncc2c(C(=O)NCc3ccc4c(c3)OCO4)cc(-c3ccc(Cl)cc3Cl)nc21	i	-14%	·	?	?	?	1
CCCCOc1ccc(C2c3c(oc4ccccc4c3=O)C(=O)N2c2nc(C)c(C(=O)OCC)s2)cc1OC (stereo not given)	·	-1%	·	·	·	-7%	-10
CCN1C(=O)CCN(C(=O)c2cccnc2C)CC12CCOCC2	-8%	3%	7%	-5%	0%	13%	10
CCOC(=O)c1ccc2c(c1)N(Cc1cccc(OC)c1)C(=O)c1ccccc1S2(=O)=O	·	-3%	·	·	·	-14%	33
Cn1ncc2c(C(=O)NCC3CCCCC3)cc(-c3ccccc3F)nc21	·	·	·	-22%	?	·	2
Cc1ccccc1-c1cnc2[nH]cc(CC(=O)Nc3ccn(C)n3)c2c1	i	-10%[87.6 µM]	6%[172 µM]	?	?	-16%[87.6 µM]	-21
CCN(CCO)C(=O)CC1C(=O)NCCN1Cc1cccnc1 (stereo not given)	i	-2%	-4%	-1%	-9%	-8%	-5
c1ccc(-c2noc(-c3cncnc3N3CCCCCC3)n2)cc1	i	5%	?	?	?	11%	-9
COCCOC1CCOC2(CCN(C(=O)c3cccc(C)c3)CC2)C1 (stereo not given)	i	9%[12.5 µM]	3%	-13%	7%	-9%	-15
COCC(=O)NC1CCC12CCN(C(=O)Cc1c[nH]c3ccccc13)CC2 (stereo not given)	-11%	-8%	0%	i	4%	25%	-13
O=C(NCCC1=CCCCC1)C1CC(=O)N(c2n[nH]c3ccccc23)C1 (stereo not given)	5%	7%	0%	?	-17%	24%	-1
Additional records
SMILES	GPT2 inhibitor	HEK293 viab	FLuc inh	3T3 cytotox	HEK cytotox	SNCA expr inhib	IP6K1 inhibitor
O=C(Cc1ccc(Br)cc1)N1CCCN(C(=O)C2CC2)c2ccccc21	-16%	-1%	0%	?	?	-14%	-1
CCCNC(=O)NCC1c2cc(OC)c(OC)cc2CCN1C(=O)NC(C)C (stereo not given)	-37%	3%	-8%	-13%	-11%	-6%	16
COCCN1Cc2[nH]nc(-c3cccc(C(F)(F)F)c3)c2CC1=O	1%[88.5 µM]	4%[87.6 µM]	-12%[172 µM]	?	?	-11%[87.6 µM]	-6
Cc1ccc(NC(=O)COCc2cc(-c3cccs3)on2)cc1Cl	·	-1%	·	·	·	-1%	4
COCc1cc(CC2(NCCC(C)C)COC2)no1	-6%[88.5 µM]	3%[87.6 µM]	-1%[230 µM]	i	1%[230 µM]	-1%[87.6 µM]	-10
CN(CC1CCOCC1)S(=O)(=O)c1ccc(Cl)s1	i	11%	8%	-18%	-21%	23%	-4
CNC(=O)c1noc([C@@H]2CC(F)(F)CN2C(=O)C(C)C)n1	i	5%	1%	-4%	1%	15%	-2
Cc1noc(C)c1C(=O)N1CCCn2ccnc2C1C(C)C (stereo not given)	i	-1%	-3%	-13%	-1%	6%	5
Cc1cc(C)cc(Nc2cc(C(=O)NCCCN(C)C3CCCCC3)c3ccccc3n2)c1	·	2%	·	·	·	10%	11
CCN(C1CCOCC1)C1CN(C(C)=O)C1	0%	-5%	-9%	-8%	-11%	9%	-12
Cc1ccc(Cn2ccn(Cc3cccc(C(F)(F)F)c3)c(=O)c2=O)cc1	·	?	·	·	·	?	-16
O=C(Nc1ccc(OC(F)(F)F)cc1)c1cc(-c2ccc(Cl)cc2)on1	·	8%	·	·	·	49%[activator]	21

4 entries from above, as labelled records.
Cc1cnc(C(=O)NCCc2ccc(S(=O)(=O)NC(=O)NC3CCCCC3)cc2)cn1
  GPT2 inhibitor = ? | HEK293 viab = -5% | FLuc inh = · | 3T3 cytotox = · | HEK cytotox = · | SNCA expr inhib = 13% | IP6K1 inhibitor = -12

COc1ccc(NC(=O)N2CCCC(Cn3cnc4cccnc43)C2)c(C)c1 (stereo not given)
  GPT2 inhibitor = ? | HEK293 viab = 6% | FLuc inh = -1% | 3T3 cytotox = -3% | HEK cytotox = -17% | SNCA expr inhib = 4% | IP6K1 inhibitor = 3

CCC(C)NC(=O)c1sc2ncccc2c1-n1c(C)ccc1C (stereo not given)
  GPT2 inhibitor = · | HEK293 viab = 10% | FLuc inh = · | 3T3 cytotox = · | HEK cytotox = · | SNCA expr inhib = -24% | IP6K1 inhibitor = -15

C[S+](=O)([O-])c1ccc(-c2nnc3ccc(C(=O)NCc4ccc(F)cc4)cn23)cc1
  GPT2 inhibitor = i | HEK293 viab = 15% | FLuc inh = · | 3T3 cytotox = -19% | HEK cytotox = -2% | SNCA expr inhib = -18% | IP6K1 inhibitor = -8

Bioassay records from PubChem.
